# Ecoli viability: bacterial growth inhibition, counter-screen for AddAB inhibitors; inhibition, % at 11.9 µM; hit rate 0.27% among 330,000; E. coli V3065 growth, OD600 absorbance, 18 h;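 active = inhibition above the campaign's mean inhibition across all tested compounds plus 3 SD, cut at about 9.9% in these data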;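 also: uninfected addAB+ strain grown without phage in ampicillin broth; 0% = DMSO wells and 100% = ciprofloxacin 0.95 µg/ml wells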
# phage Ecoli inh: E. coli growth loss with phage present | inhibition, % at 11.9 µM | growth absorbance | hit rate 0.26% among 360,000; in the data active = inhibition above about 11%
# PfHsp90 set2: growth inhibition of yeast expressing Plasmodium Hsp90. inhibition, % at 9.4 µM. S. cerevisiae expressing PfHsp90, BacTiter-Glo ATP, 48 h; yeast lacking PDR1 and PDR3 efflux regulators. hit rate 0.32% among 310,000. AID 504621;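 active = every replicate shows inhibition above about 80%, whatever the replicate mean, limit read from the data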;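 also: 0% = DMSO neutral controls and 100% = 20 µM radicicol positive controls; yeast relying on Plasmodium falciparum Hsp90 in place of its own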
# OPRM1-OPRD1 ag: OPRM1-OPRD1 heterodimerization agonism. P35372+P41143. cells, luminescence. activation, % at 9.3 µM. hit rate 0.3% among 340,000; in the data active = activation above about 18%;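 also: 0% = vehicle-treated cells and 100% = reference agonist; values of inactives mirror those of a sister screen read the other way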
# SUMO Mot1 rescue: inhibitors of SUMOylation pathway: yeast Mot1-301 growth rescue; hit rate 1% among 320,000; S. cerevisiae Mot1-301 growth rescue, ATP luminescence, 38.5C; percent above DMSO median, 100 means doubled; growth rescue, % at 18.8 µM;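 active = every valid replicate shows activation above 250% relative to neutral control wells; inactive = the rest, any valid replicate at or below 250%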;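 also: OY570 slx delta 5 strain wells were the positive control but not used for scaling; some compounds called inactive have numbers as strong as hits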
# Arrestin-AP2 inh: human beta-arrestin and AP2 interaction inhibition; FITC-arrestin peptide / GST-AP2 beads, flow cytometry; AP2 beta2 appendage carries R879A mutation; inhibition, % at 10 µM; hit rate 0.31% among 340,000; AID 504490;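 active = inhibition above a set limit, near 3 SD of compounds lacking own fluorescence, cut at about 54% in these data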;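 also: plate controls were DMSO wells for no effect and 5 µM unlabelled arrestin peptide for full effect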
#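 System: GST-AP2 R879A glutathione beads | Also added: FITC-arrestin peptide, 50 nM | Times: 12 min plus 1 h, RT | Signal: Bead flow cytometry, FITC channel | Buffer or medium: PBS with 0.05% Tween 20 and 0.1% BSA | Read-out basis: Percent drop in bead-associated FITC signal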
# AddAB inh: less growth of phage-infected E. coli with AddAB. E. coli expressing H. pylori AddAB, absorbance growth. inhibition, % at 11.9 µM. hit rate 0.29% among 330,000. AID 435030; in the data active = inhibition above about 12%;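 also: 0% = vehicle wells of infected cells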
# Tat transport: inhibitors of E. coli Tat protein transport; E. coli MC4100 TorA-mCherry Tat export, fluorescence; inhibition, % at 10 µM; hit rate 0.036% among 340,000;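 active = mean replicate inhibition at least 50% and at least half of replicates individually reaching 50%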;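 also: exported cargo escapes ClpAP degradation while cytoplasmic cargo is degraded and loses fluorescence; 0% = median of neutral control wells and 100% = median of NaSCN control wells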
# PKA-R1A act: activates the PKA-R1A holoenzyme complex; activation, % at 11.4 µM; AID 504707; PKA-R1A dissociation, Cy5-IP20 fluorescence polarization; scaled: DMSO 0%, 113 µM cGMP 100%; P00514+P68181; hit rate 0.083% among 340,000;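 active = percent activation above the mean of all tested compounds plus 3 SD, cut at about 19% in these data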;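 also: higher means more PKAc released from R1A so a rise in polarization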
# DSG3 Ab inh: inhibitors of pemphigus antibody binding to human desmoglein-3; binding (percent of control), % at 10 µM; DSG3-coupled beads, scFv-anti-DSG3-GFP binding, flow cytometry; active compounds read low; hit rate 0.48% among 310,000;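 active = binding more than 3 SD below its plate's average and above zero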;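 also: hits lower antibody fragment binding to DSG3; some compounds called inactive have numbers as strong as hits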
# Target sequence (P32926 whole entry, looked up, the tested form may be a part): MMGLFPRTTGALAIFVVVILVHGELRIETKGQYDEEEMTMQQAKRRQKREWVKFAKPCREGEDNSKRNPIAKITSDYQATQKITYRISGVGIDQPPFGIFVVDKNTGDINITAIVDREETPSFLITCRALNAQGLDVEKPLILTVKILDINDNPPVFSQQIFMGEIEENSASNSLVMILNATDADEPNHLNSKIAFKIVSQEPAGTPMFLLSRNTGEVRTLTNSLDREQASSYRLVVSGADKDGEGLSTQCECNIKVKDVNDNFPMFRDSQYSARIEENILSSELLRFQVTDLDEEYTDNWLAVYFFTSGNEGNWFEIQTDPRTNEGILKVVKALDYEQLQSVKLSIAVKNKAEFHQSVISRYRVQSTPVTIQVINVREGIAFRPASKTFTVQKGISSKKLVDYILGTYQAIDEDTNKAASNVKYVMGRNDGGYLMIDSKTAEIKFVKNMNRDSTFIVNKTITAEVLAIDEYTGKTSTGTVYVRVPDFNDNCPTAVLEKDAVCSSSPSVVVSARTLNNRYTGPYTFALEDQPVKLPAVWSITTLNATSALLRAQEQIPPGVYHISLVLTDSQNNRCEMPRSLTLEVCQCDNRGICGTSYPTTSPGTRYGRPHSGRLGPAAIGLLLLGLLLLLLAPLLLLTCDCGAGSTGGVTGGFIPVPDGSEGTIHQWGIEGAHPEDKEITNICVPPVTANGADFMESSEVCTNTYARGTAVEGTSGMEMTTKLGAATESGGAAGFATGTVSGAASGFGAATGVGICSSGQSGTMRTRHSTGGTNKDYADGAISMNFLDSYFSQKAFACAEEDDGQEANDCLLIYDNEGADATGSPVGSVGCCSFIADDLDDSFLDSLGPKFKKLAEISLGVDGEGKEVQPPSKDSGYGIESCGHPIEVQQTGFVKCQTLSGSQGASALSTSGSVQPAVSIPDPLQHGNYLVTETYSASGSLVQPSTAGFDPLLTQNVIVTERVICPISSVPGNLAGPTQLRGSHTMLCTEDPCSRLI
# OPRM1-OPRD1 inv: inverse agonists of human mu-delta opioid receptor heterodimerization | cell-based MOR-DOR heterodimer luminescence, inverse agonism | inhibition, % at 9.3 µM | hit rate 0.21% among 340,000; in the data active = inhibition above about 22%, passing the limit was not always enough;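 also: 0% = cells with DMSO and 100% = wells without cells with DMSO; values of inactives mirror those of a sister screen read the other way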
# * marks the source's active call; other numbers are inactive results; . = not tested or not shown.
SMILES,Ecoli viability,phage Ecoli inh,PfHsp90 set2,OPRM1-OPRD1 ag,SUMO Mot1 rescue,Arrestin-AP2 inh,AddAB inh,Tat transport,PKA-R1A act,DSG3 Ab inh,OPRM1-OPRD1 inv
O=C1Nc2ccccc2/C1=C/c1ccccc1F,0.4,0.9,3,0.8,5,4,-1.2,-1,-1,116,-4
CC(=O)Nc1ccc(-c2cc(NC(C)=O)n(-c3ccccc3)n2)cc1,-0.8,1.7,-1,-2.0,765,-6,2.0,7,-3,109,12
CC(=O)c1cccc(NC(=O)C2CCN(S(=O)(=O)c3ccccc3)CC2)c1,0.8,1.6,.,1.3,20,3,0.6,1,-5,114,-7
NC(=O)c1ccsc1NC(=O)COC(=O)c1ccncc1,.,3.3,33,-0.1,.,1,.,-3,1,105,0
CSc1ccc(CN(C)CC(=O)N(C)CC(=O)Nc2ccccc2Br)cc1,0.5,4.1,.,-1.8,1,38,0.1,4,-13,100,7
CN=C(Nc1cccc(Cl)c1)SC1CC(=O)N(c2ccc(OC)cc2)C1=O (stereo not drawn),-2.5,3.9,-33,.,-8,18,3.3,1,.,101,.
COc1ccc(C2N=C(N)N=C(N)N2c2ccccc2OC)cc1OC (stereo not drawn),0.5,0.0,15,-1.3,9,0,1.0,1,-4,.,8
C=C(C)n1c(=O)n(Cc2ccc(C)cc2)c2ccccc21,-1.8,4.6,-21,-2.7,-11,11,2.4,-7,6,101,12
COc1ccc(S(=O)(=O)CCC(=O)NCCc2ccc(C)cc2)cc1,-0.7,0.6,10,-2.2,-10,28,3.7,-5,-7,99,12
O=C(COc1ccc(S(=O)(=O)NC2CCCCC2)cc1)NC1CCCC1,-1.0,3.5,-60,-0.9,-4,-12,3.2,-7,-5,103,5
O=C(COC(=O)c1ccc2c(c1)OCCO2)NCc1ccccc1,0.8,4.4,-9,-2.1,.,2,0.7,0,9,96,11
COC(C[C@@H](O)C[C@H](O)COCc1ccccc1)OC,.,0.7,-10,-2.0,.,4,.,3,-3,100,11
O=C(NCc1ccc2c(c1)OCO2)C1CCN(S(=O)(=O)N2CCOCC2)CC1,-2.4,4.0,-48,-1.8,90,-1,0.8,3,5,87,9
COC(=O)c1ccc(CNC(=O)C2CCC(=O)N(Cc3cccc(F)c3)C2)cc1 (stereo not drawn),0.6,2.0,-2,-0.5,-8,8,-0.7,-9,9,97,4
CC(C)=NOc1cc(NC(=O)CCl)cc([N+](=O)[O-])c1,-0.3,-1.4,-10,-1.1,-7,-1,2.7,1,4,103,6
CC(O)c1cccc(NC(=O)Nc2cccc(NC(=O)Nc3cccc(C(C)O)c3)c2)c1 (stereo not drawn),.,0.9,11,-3.7,-14,-10,.,3,3,94,17
COc1ccc2c(c1)c1nc3n(c(=O)c1n2CC(=O)Nc1ccccc1)CCS3,1.4,2.5,-5,-3.2,199,8,2.7,1,-13,88,16
O=C(NCCc1cccc(C(F)(F)F)c1)C1CCC(=O)N(CCc2cccc(F)c2)C1 (stereo not drawn),-1.9,-1.6,-5,-1.1,-6,-1,1.2,4,-9,102,6
CCCN(CCC)C(=O)C1CCCN1S(=O)(=O)c1cccc2nsnc12 (stereo not drawn),0.4,2.2,9,-3.4,-3,3,0.3,-4,-2,88,18
CCOC(=O)CN1C(=O)N[C@@H](CCc2ccccc2)C(C(=O)OC)=C1C,3.4,1.9,23,-2.1,0,7,2.7,-5,-5,98,11
Nc1c(C(=O)NCc2ccccc2)sc2nc3c(cc12)C(=O)CCC3,-2.8,1.8,16,-1.1,-32,4,0.0,-4,-10,92,6
Cc1cccc(NC(=O)c2cccc(NC(=O)c3ccccc3)c2)n1,-1.0,0.3,-20,0.7,8,11,3.5,11,5,112,-4
COc1ccc(CNCCC2(O)CC(C)N(C)CC2C)cc1OC (stereo not drawn),-1.8,1.5,1,0.4,4,5,1.5,-8,-10,113,-2
COc1ccc(NC(=S)Nc2ccc(F)cc2)cc1,-0.3,1.7,15,-1.1,3,9,0.8,3,-3,103,5
CCCc1c(C(=O)N/N=C/c2cccc(OCc3ccc(F)cc3)c2)nnn1-c1nonc1N,2.3,0.2,11,-0.9,6,-1,2.4,-3,-1,.,5

# Next section:
SMILES,Ecoli viability,phage Ecoli inh,PfHsp90 set2,OPRM1-OPRD1 ag,SUMO Mot1 rescue,Arrestin-AP2 inh,AddAB inh,Tat transport,PKA-R1A act,DSG3 Ab inh,OPRM1-OPRD1 inv
Cc1ccc(NC(=O)C2CCN(S(C)(=O)=O)CC2)c(C)c1,.,3.4,-19,-3.2,92,-4,.,-2,1,120,15
Cc1cc(C)n(C(=O)c2ccc(C)c(S(=O)(=O)N3CCCC3)c2)n1,2.9,0.2,-5,-1.4,-18,1,1.8,-2,7,.,8
Cc1[nH]n(-c2ccccc2)c(=O)c1N=Nc1ccc(C(N)=O)cc1,0.9,1.6,6,-2.2,24,-6,2.8,1,-2,123,11
COC(=O)CSc1nnc(CCc2nc3ccccc3[nH]2)n1C,1.2,2.0,-13,-0.6,-2,-2,-0.9,3,-2,108,3
CCOc1ccc(-c2[nH]ncc2-c2csc(C)n2)c(O)c1,0.3,3.3,-11,-0.5,-7,0,5.5,2,3,89,4
Cc1ccc(S(=O)(=O)N2CCN(C(=O)CN3CCCCC3)C2C(C)C)cc1 (stereo not drawn),-0.5,.,6,-1.3,-11,-9,0.6,5,2,96,7
Cc1nc2c(-c3ccc(F)cc3)c(C)nn2c(C)c1CCC(=O)N1CCC(Cc2ccccc2)CC1,-0.7,-0.1,7,-0.7,-5,20,-1.6,19,3,102,4
CC(=O)N1CCC(N(CCCOC(C)C)C(=O)Nc2ccc(Cl)cc2)CC1,-1.8,3.1,3,-2.7,-21,20,1.4,-6,5,97,14
Cc1nn(-c2ccccc2)c(Cl)c1/C=N/NC(=O)c1nn(C)cc1[N+](=O)[O-],-1.5,0.0,-14,-3.1,8,-6,0.8,1,-2,101,17
CCC1=C(OC(=O)N(CC)CC)N2C(=O)OC(=NCC3CC3)[C@]2(C)[C@H]2C1=CC[C@H]1C(=O)NC(=O)[C@H]12,0.2,3.5,-5,-2.3,9,20,0.7,-1,6,94,12
Cc1ccc(S(=O)(=O)N2CCN(CC(=O)N/N=C\c3cccnc3)CC2)cc1,-2.4,2.3,-4,-0.7,-3,-5,-1.0,-3,6,104,4
CCN(CC)S(=O)(=O)c1ccc(N2CCOCC2)c(NC(=O)C2CSC3(C)CCC(=O)N23)c1 (stereo not drawn),-2.2,2.0,-17,-1.3,75,33,0.4,-8,2,.,7
CC1=NN(C(N)=S)C(=O)C1N=Nc1cccc(Cl)c1 (stereo not drawn),7.6,-2.3,-31,-3.8,-3,10,3.5,-4,-1,89,21
CC(C)/C=C/C(=O)N1CCCC(N2CCN(c3ccccc3F)CC2)C1 (stereo not drawn),-1.4,4.7,5,-1.9,-19,3,1.5,-3,-8,94,9
N#C/C(=C\c1ccccc1)C(=O)NNS(=O)(=O)c1ccc(Br)cc1,-0.2,3.2,.,-0.5,37,-18,0.2,-2,-10,91,2
C/C(=N\O)c1ccn(S(=O)(=O)c2ccc(Cl)cc2)c1,3.1,4.0,12,0.0,-6,24,3.6,1,-1,105,0
COc1ccccc1CNc1ncnc2c1nnn2Cc1ccccc1,0.6,-0.6,4,-0.1,514*,0,2.1,2,4,101,1
N#C/C(=C\c1ccccc1)C(=O)N(c1ccccn1)C1CCCCC1,2.7,2.8,-74,-1.6,467,-9,0.4,-2,-1,101,8
COc1ccc2cc(C(=O)C3CCCN(C(=O)c4cncs4)C3)ccc2c1 (stereo not drawn),-0.2,1.4,30,-2.3,279,16,0.6,2,-12,100,13
CC(C)OCCCNC(=O)COCC(=O)Nc1ccc(OCCc2ccccc2)cc1,1.6,-1.5,-14,2.6,-7,-7,4.2,2,-14,102,-12
Cc1ccsc1C(=O)OCC(=O)NC1CCCC(C)C1C (stereo not drawn),0.1,1.9,-14,1.1,-11,5,0.2,0,7,80,-6
COc1ccc(C2/C(=C(/O)c3ccc4c(c3)CC(C)O4)C(=O)C(=O)N2Cc2cccnc2)cc1 (stereo not drawn),-0.4,1.8,23,-0.9,7,-7,2.4,-5,3,104,5
CCc1ccc(NC(=S)N2CCN(c3cccc(OC)c3)CC2)cc1,0.5,5.3,5,0.3,-11,-16,6.1,-7,0,99,-2
N#Cc1ccc(NC(=O)NN2CCCCCC2)cc1,.,10,.,0.4,.,-9,.,12,3,93,-2
CCOCCCNC(=O)CCn1nc(-c2ccc(Cl)cc2)ccc1=O,-0.5,-1.4,-6,-2.4,-4,0,0.0,-1,-3,106,11

# Continued.
SMILES,Ecoli viability,phage Ecoli inh,PfHsp90 set2,OPRM1-OPRD1 ag,SUMO Mot1 rescue,Arrestin-AP2 inh,AddAB inh,Tat transport,PKA-R1A act,DSG3 Ab inh,OPRM1-OPRD1 inv
COc1ccccc1N(CC(=O)N(c1ccccc1)C(C)C)S(=O)(=O)c1cccs1,1.8,-0.9,.,-1.9,-6,11,-0.7,5,7,118,9
CCN1C(=O)[C@@H]2[C@@H](c3ccc(-c4ccc(OC)cc4)cc3)N3CCCC[C@@]3(C(=O)OC)[C@@H]2C1=O,2.2,1.8,7,-1.1,418,37,2.1,-4,-15,103,5
COc1ccc(C(=O)CCS(=O)(=O)c2ccc(C)cc2)cc1,0.2,0.1,18,0.9,-13,21,-0.3,-22,-1,103,-3
O=C1N/C(=N/c2ccccn2)SC1Cc1ccccc1 (stereo not drawn),-1.7,-1.7,-25,1.1,0,11,-3.5,-9,-2,101,-6
Cc1nn(Cc2ccc(F)cc2)c2sc(C(=O)Nc3ccccc3N3CCOCC3)cc12,0.9,1.3,5,-1.9,-4,21,2.4,-7,-2,86*,10
Cc1ccccc1NC(=O)CSc1ccc2nnc(-c3ccccn3)n2n1,-1.4,1.4,20,-3.3,9,-4,1.6,2,-3,108,18
O=C(O)c1cccc(Nc2cc(Cl)c3nonc3c2[N+](=O)[O-])c1,2.2,0.4,-36,0.9,-25,-3,-1.3,3,0,100,-5
Cc1ccc(NC(=O)CN2CCCC2c2cccn2C)c(Br)c1 (stereo not drawn),-2.1,2.6,.,3.7,-13,4,1.7,-7,0,104,-16
CN(C)CCN1C(=O)c2oc3ccccc3c(=O)c2C1c1ccc(F)cc1 (stereo not drawn),-0.2,3.6,4,-2.5,2,-1,0.6,-5,6,97,14

# Another view of part of the listing above.
Compound	Ecoli viability	phage Ecoli inh	PfHsp90 set2	OPRM1-OPRD1 ag	SUMO Mot1 rescue	Arrestin-AP2 inh	AddAB inh	Tat transport	PKA-R1A act	DSG3 Ab inh	OPRM1-OPRD1 inv
O=C1N/C(=N/c2ccccn2)SC1Cc1ccccc1 (stereo not drawn)	-1.7	-1.7	-25	1.1	0	11	-3.5	-9	-2	101	-6
COc1ccc(C(=O)CCS(=O)(=O)c2ccc(C)cc2)cc1	0.2	0.1	18	0.9	-13	21	-0.3	-22	-1	103	-3
